Polio RdRp inh = poliovirus RNA polymerase inhibition; poliovirus polymerase elongation, fluorescence polarization; active compounds read low; P03300; % elongation, % (compound at 16.7 µg/mL); 0.66% of 150,000 active; in the data active = % elongation below about 90%; note: some results filed as inactive read as strong as hits
Target sequence (P03300 1749-2209 limits assumed): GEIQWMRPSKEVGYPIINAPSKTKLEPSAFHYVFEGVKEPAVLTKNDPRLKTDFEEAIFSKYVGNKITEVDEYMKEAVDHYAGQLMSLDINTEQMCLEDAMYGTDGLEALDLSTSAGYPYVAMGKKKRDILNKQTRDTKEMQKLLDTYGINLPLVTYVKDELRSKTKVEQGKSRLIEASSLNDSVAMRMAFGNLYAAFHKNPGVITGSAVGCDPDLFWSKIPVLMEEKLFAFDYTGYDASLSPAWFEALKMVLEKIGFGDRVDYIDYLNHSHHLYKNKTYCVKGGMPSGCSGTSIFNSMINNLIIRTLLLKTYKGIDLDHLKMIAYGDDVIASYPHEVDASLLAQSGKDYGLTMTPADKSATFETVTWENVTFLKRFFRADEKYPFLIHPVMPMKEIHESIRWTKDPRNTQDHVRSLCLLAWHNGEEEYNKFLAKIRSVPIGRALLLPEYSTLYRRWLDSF
Polio RdRp inh FP z-score = second read-out of Polio RdRp inh, no call of its own (marks repeat the call); z-score; measured here: FP z-score; hits read low
* marks the source's active call; other numbers are inactive results. An excerpt. The share of hits here may be higher or lower than overall.

Molecule	Polio RdRp inh	Polio RdRp inh FP z-score
CC(C)c1nc2ccccc2n1C(=O)/C=C/C(=O)O	100.0	-0.3
CCNS(=O)(=O)c1ccc(NC(=O)C2CC(=O)N(c3ccc(C)cc3)C2)cc1 (configuration not stated)	100.0	-0.5
Oc1c(C(c2cccc(Br)c2)N2CCCC2)sc2nc(-c3ccco3)nn12 (configuration not stated)	100.0	-1
O=C(O)CC(NC(=O)Cc1ccc(Cl)cc1)c1ccc(F)cc1 (configuration not stated)	108.0	1.7
O=C(CSc1ncc(-c2ccccc2)n1Cc1ccco1)Nc1cccc(I)c1	104.0	0.8
CCOC(=O)C(C)n1nnc2sc(-c3ccccc3)cc2c1=O (configuration not stated)	101.0	-0.2
CCN(CC)CCOC(=O)c1ccc(NC(=O)CCn2c(=O)oc3ccccc32)cc1	103.0	0
COC(=O)c1ccccc1NC(=O)COC(=O)C1CCCCC1	103.0	0.1
COc1cccc(CN(C)C(=O)C2CC(=O)N(c3ccc(C)cc3)C2)c1OC (configuration not stated)	103.0	0.1
c1ccc(COc2cccc(-c3nnc4ccc5ccccc5n34)c2)cc1	99.0	-0.4
COc1cc(NC(=O)c2ccc(C(=O)Nc3cc(OC)c(Cl)cc3OC)cc2)c(OC)cc1Cl	108.0	0.6
Brc1cc2c(cc1CSc1nnc(Cc3ccccc3)o1)OCCO2	102.0	0
CCN(CC)CCNC(=O)C(=O)NCC(c1cccnc1)N1CCN(c2ccccc2)CC1 (configuration not stated)	108.0	0
O=C(Nc1ccc(Oc2ccccc2)cc1)C1CCCO1 (configuration not stated)	107.0	0.4
CCOC(=O)C1CCN(/C=C2/C(=O)NC(=O)N(c3ccc(OCC)cc3)C2=O)CC1	98.0	-0.5
COC(=O)c1ccc(C(=O)OC)cc1	105.0	0.2
COc1ccc(OCCCn2c(C)nc3cc(C)c(C)cc32)cc1	110.0	0.8
CC(Oc1ccccc1)C(=O)NCc1ccccn1 (configuration not stated)	100.0	-0.2
COc1ccc(Cl)cc1S(=O)(=O)N1CCN(Cc2cccc(F)c2)CC1	105.0	0.4
O=C(c1ccco1)N1CCN(C(=O)c2ccco2)CC1	104.0	1.2
O=S1(=O)CC(N2CCOCC2)c2ccccc21 (configuration not stated)	103.0	0.2
C=CCn1ccc2c(OCC(=O)c3ccccc3)cccc2c1=O	104.0	0.6
C1=C2Nc3ccccc3N=C(c3ccccc3)C2NN1c1ccccc1 (configuration not stated)	103.0	0.2
COC(=O)c1ccc(CSc2nnc(COc3ccccc3)o2)o1	106.0	1.6
COc1ccc(S(=O)(=O)N2CCCN(S(=O)(=O)c3ccc(OC)cc3C)CC2)c(C)c1	104.0	0.6
N#C/C(C(N)=O)=C1/SC=C(c2ccccc2)N1Cc1ccccc1	103.0	-0.1
CCN1CCC2(CC1)NCCc1c2[nH]c2ccc(OC)cc12	99.0	-1.6
CCOC(=O)C1CCCN(CCC(=O)Nc2ccc(Br)c(C)c2)C1 (configuration not stated)	100.0	-0.2
Cc1nc2ncnn2c(C)c1CCC(=O)N(C)CC(=O)Nc1ccc(OC(F)(F)F)cc1	103.0	0.1
Cc1ccc(OC(C)C(=O)O)cc1 (configuration not stated)	102.0	0

Three of the compounds above, with values under each structure.
Below each compound – Polio RdRp inh	Polio RdRp inh FP z-score
- COc1ccc(OCCCn2c(C)nc3cc(C)c(C)cc32)cc1
  110.0	0.8
- O=C(Nc1ccc(Oc2ccccc2)cc1)C1CCCO1 (configuration not stated)
  107.0	0.4
- c1ccc(COc2cccc(-c3nnc4ccc5ccccc5n34)c2)cc1
  99.0	-0.4

(cont.)
Molecule	Polio RdRp inh	Polio RdRp inh FP z-score
CN1/C(=C\C(=O)CC(N)=O)C(C)(C)c2ccccc21	128.0	2.3
CCCc1cc2ccccc2o1	100.0	-0.1
CSc1ncccc1C(=O)OCC(=O)N(C)C	104.0	0.1
COc1cc(C2c3c(-c4c(C)cc(C)cc4O)n[nH]c3C(=O)N2Cc2ccco2)cc(OC)c1OC (configuration not stated)	107.0	-0.4
O=C(COc1ccccc1)NCc1ccccc1	99.0	0
CC1CCCCN1C(=S)Nc1ccccc1 (configuration not stated)	101.0	-0.2
COc1cc(/C=C(\C#N)C(=O)Nc2ccc(S(N)(=O)=O)cc2)ccc1O	109.0	2.9
O=C(CN1CCN(CCCc2c[nH]c3ccc(F)cc23)CC1)c1ccc(F)cc1	102.0	0.2
CSc1ccc(-c2nc3cccc(C)n3c2Nc2ccc(Cl)cc2)cc1	104.0	-0.3
CC1CCCC1OP1(=O)CC=CC1 (configuration not stated)	100.0	0
Cc1sc2ccccc2[n+]1CCCO	103.0	0.6
CC1=C(C(=O)Nc2ccc(Cl)cc2)C(c2ccccc2F)n2nc(SCc3cccc(Cl)c3)nc2N1 (configuration not stated)	103.0	-0.9
COc1ccccc1CNC(=O)CS(=O)Cc1nc(-c2ccc(OC)c(OC)c2)oc1C (configuration not stated)	107.0	0.3
CN(C(=O)COC(=O)c1cc(F)c(F)cc1Cl)c1ccccc1	104.0	1.3
CCOC(=O)Cn1c(=NC(=O)C2COc3ccccc3O2)sc2cc(S(N)(=O)=O)ccc21 (configuration not stated)	104.0	0.8
CCCn1c2ccccc2c2cnn(CC(=O)NCCCN(Cc3ccccc3)C(C)C)c(=O)c21	102.0	-0.9
O=c1[nH]c(-c2ccccc2)nc2c1oc1ccccc12	100.0	-0.4
CCCOc1ccccc1NC(=O)/C=C/C(N)=O	100.0	-1
CCOC(=O)C1=C(O)/C(=C/c2ccco2)SC1=Nc1ccc(C)cc1	101.0	-0.2
CC(C)CN1C(=O)c2ccc(Br)cc2C1=O	105.0	0.9
CCN(CC)CC(O)COC1CCC(C(C)(C)C)CC1 (configuration not stated)	99.0	-0.1
Cc1ccc(-n2c(=O)c3ccc(C(=O)NCc4ccccc4Cl)cc3n(CC(=O)Nc3ccc(C)cc3C)c2=O)cc1	100.0	-0.6
CN1CCN(C(CNC(=O)c2ccco2)c2ccc3c(c2)OCO3)CC1 (configuration not stated)	98.0	-1.7
Cc1ccc(S(=O)(=O)NCc2nc3ccccc3c(=O)n2N)cc1	100.0	-0.1
Cc1nc2scc(C)n2c(=O)c1S(=O)(=O)Nc1ccc(N2CCOCC2)c(Cl)c1	103.0	-0.6
COc1ccc(CNC(=O)Cn2c(SC)nc3ccccc32)cc1	100.0	-0.6
COC(=O)C(Cc1ccccc1)NC(=O)c1ccc2c(c1)C(=O)N(Cc1ccco1)C2=O (configuration not stated)	103.0	0.1
C=CCc1nc2ccccc2c(=O)n1CC=C	103.0	0
Cc1ccc2c(c1)NC(C)c1ccccc1O2 (configuration not stated)	99.0	-0.5
NC(=O)CCNC(=O)C(c1ccccc1)c1ccccc1	101.0	-0.3

Ordered by heavy-atom count (smallest number first): part of the list above.
Molecule	Polio RdRp inh	Polio RdRp inh FP z-score
CCCc1cc2ccccc2o1	100.0	-0.1
CC1CCCC1OP1(=O)CC=CC1 (configuration not stated)	100.0	0
O=C(COc1ccccc1)NCc1ccccc1	99.0	0
CN(C(=O)COC(=O)c1cc(F)c(F)cc1Cl)c1ccccc1	104.0	1.3
CSc1ccc(-c2nc3cccc(C)n3c2Nc2ccc(Cl)cc2)cc1	104.0	-0.3
CCOC(=O)Cn1c(=NC(=O)C2COc3ccccc3O2)sc2cc(S(N)(=O)=O)ccc21 (configuration not stated)	104.0	0.8
COc1cc(C2c3c(-c4c(C)cc(C)cc4O)n[nH]c3C(=O)N2Cc2ccco2)cc(OC)c1OC (configuration not stated)	107.0	-0.4

Following part
smiles | Polio RdRp inh | Polio RdRp inh FP z-score
COCCNC(=O)c1cc(S(=O)(=O)N2CCOCC2)cn1C | 103.0 | 0.5
COC(=O)c1ccc(/C=N/n2cc(-c3ccccc3)[nH]c2=S)cc1 | 132.0 | 3.3
CC(CC(=O)O)NC(=O)c1ccc(OC(F)F)cc1 (configuration not stated) | 98.0 | -0.2
Cc1ccc(CN(Cc2ccco2)C(=O)c2oc3cc(Br)ccc3c2C)cc1 | 111.0 | 1.3
COc1ccc2c(CNCCc3cccs3)c(C(=O)O)n(Cc3ccc(F)cc3Cl)c2c1 | 101.0 | -1.1
CN(C)c1ccc(/C=N/OCC(=O)Nc2ccccc2C#N)cc1 | 102.0 | 0.5
CCOc1ccccc1NC(=O)C1CCN(S(=O)(=O)c2ccc3[nH]c4c(c3c2)CCCCC4)CC1 | 110.0 | 0.8
CCc1c(C)nc2nncn2c1NCc1ccc(OC)cc1 | 109.0 | 0.1
COc1ccc(N2CC(NC(=O)N3CC(C)OC(C)C3)CC2=O)cc1 (configuration not stated) | 101.0 | 0
O=C(Nc1ccc(F)cc1)c1cc2c(s1)-c1ccccc1SC2 | 104.0 | 0.5
O=C(NCc1cccc(Cl)c1)C(=O)Nc1ccc2nc3n(c(=O)c2c1)CCCCC3 | 109.0 | 0.6
Cc1ccccc1OCC(=O)Nc1ccc2nc(SCCOc3ccccc3)sc2c1 | 113.0 | 1.4
CCN(C(=O)CSc1cccc[n+]1[O-])C1CCCCC1 | 97.0 | -0.2
Cc1ccccc1OCCSc1nc(C)c(Cc2ccccc2)c(=O)[nH]1 | 100.0 | -1.8
Nc1nc(N)nc(COC(=O)CSCc2ccc(Cl)c(Cl)c2)n1 | 104.0 | 0.2
Cc1ccccc1OC(=O)c1ccc2ncsc2c1 | 105.0 | -0.2
Cc1cc(Nc2ccccc2)n(C(=O)c2ccccc2)n1 | 104.0 | 1.1
CCCCNC(=O)c1cc2c(-c3cccc(OC)c3)nn(C)c2s1 | 101.0 | 0.3
Cc1cccc(C)c1NC(=O)C1(N(C)C(=O)/C=C/c2ccc3c(c2)OCO3)CCCCC1 | 105.0 | 1.2
O=c1c2ccccc2nc(SCCN2CCCCC2)n1CC1CCCO1 (configuration not stated) | 102.0 | 0.1
CNC(=O)c1ccc(NC(=O)Nc2ccccc2)cc1 | 99.0 | -0.2
N#CC1=C(SCC(=O)Nc2ccccc2)NC(=O)CC1c1ccccc1 (configuration not stated) | 102.0 | 0.1
O=C(Cn1nc2c(cc1=O)CCCC2)Nc1ccc(F)cc1F | 110.0 | 0.6
COC(=O)C12CCCC(C(N)=O)(CCC1)C2 | 99.0 | -0.5
CC1C(=O)CCC1(C(=O)Nc1ccccc1)c1ccccc1 (configuration not stated) | 99.0 | -0.3

(more compounds)
smiles | Polio RdRp inh | Polio RdRp inh FP z-score
COc1ccccc1-n1cnnc1SCC(N)=O | 107.0 | 0.6
N#CC(=C1SCCCS1)S(=O)(=O)c1cccs1 | 106.0 | 0.4
O=C(COC(=O)c1cccc(NC(=O)C(F)(F)F)c1)c1ccccc1 | 109.0 | 0.5
CCC1c2ccc(C)n2CCN1C(=O)NC12CC3CC(CC(C3)C1)C2 (configuration not stated) | 102.0 | -0.3
CC1=C(C#N)C(c2ccc(CN3C(=O)c4ccccc4C3=O)o2)C2=C(CCCC2=O)N1 (configuration not stated) | 100.0 | -0.4
Cc1cc(C)c(NC(=O)CN2C(=O)c3cccnc3Oc3ccc(Cl)cc32)c(C)c1 | 109.0 | 0.7
Cn1cc(C(=O)NCCc2ccc(Cl)cc2)c(=O)c2cc(S(=O)(=O)N3CCCCC3)ccc21 | 100.0 | -0.7
CC(C)NC(=O)CSc1nncn1-c1ccccc1 | 102.0 | -0.1
CCOC(=O)c1cc2c(=O)n3ccccc3nc2n(C(C)C)c1=NC(=O)c1c(-c2c(F)cccc2Cl)noc1C | 105.0 | 0.1
Cc1cc2nn(-c3ccc(F)cc3)nc2cc1NC(=O)c1ccc(C(C)(C)C)cc1 | 106.0 | 0.2
COc1cccc(NC(=O)CSc2nc3c([nH]c4ccccc43)c(=O)n2-c2cccc(Cl)c2)c1 | 105.0 | -0.6
c1ccc(CC2CCN(Cn3cnc4ccccc43)CC2)cc1 | 104.0 | 0.1
COc1cc(CN2CCC(C(=O)N3CCN(c4ccccc4F)CC3)CC2)cc(OC)c1O | 98.0 | -0.6
CN1CCCN(C(=O)c2cc(S(=O)(=O)N(C)c3ccc(F)cc3)ccc2Cl)CC1 | 97.0 | -0.7
NC(=O)c1c(-c2ccc(Cl)cc2)csc1NC(=O)CCCc1ccccc1 | 96.0 | -0.7
Cc1nn(CCC(=O)Nc2ccc(Cl)cc2)c(C)c1S(=O)(=O)N1CCCCC1 | 104.0 | -0.6
O=c1[nH]c2ccc(Cl)cc2c(-c2ccccc2)c1N1CCN(c2ccccn2)CC1 | 100.0 | -0.2
O=C(CSCc1ccccc1)N1CCN(S(=O)(=O)c2cccs2)CC1 | 99.0 | -0.2
CC(OC(=O)Cn1ccc(=O)[nH]c1=O)C(=O)c1ccc(C(C)(C)C)cc1 (configuration not stated) | 113.0 | 0.7
NC1=NC(=O)CC(C(=O)NCc2ccccc2)S1 (configuration not stated) | 102.0 | 0
CC1=Cc2nc3ccccc3n2C2(C(F)(F)F)OC(c3cccs3)=NN12 (configuration not stated) | 105.0 | 0.3
CC1(C)CC(NCc2cc(Cl)c3c(c2)OCCCO3)CC(C)(C)N1 | 99.0 | -0.6
COc1ccc(/C=C2/C(=O)C(C(C)C)=CCC2C)cc1 (configuration not stated) | 104.0 | 0.6
CCOc1ccc(N(CC)C(=S)Nc2ccc3nc(N4CCN(CC)CC4)cc(C)c3c2)cc1 | 100.0 | -0.4
COCCCNC1CC2CCC1C2 (configuration not stated) | 101.0 | 0.4

Continued.
smiles | Polio RdRp inh | Polio RdRp inh FP z-score
COc1ccc(N2CCN(CC(NS(=O)(=O)c3ccccc3)c3ccccc3)CC2)cc1 (configuration not stated) | 98.0 | -0.6
OCCN1CCN(c2ncnc3sc(-c4ccccc4)cc23)CC1 | 101.0 | -0.3
CCOC(=O)c1c(C)[nH]c(C)c1S(=O)(=O)N(C)CC(=O)Nc1ccc(OC)cc1 | 107.0 | 0.1
Nc1ncnc2c1ncn2Cc1ccccc1 | 102.0 | 0.1
Cc1cccc(C)c1OCC(=O)Nc1c(C)nn(C)c1C | 102.0 | -0.2
O=C1C2C3C=CC(C3)C2C(=O)N1CN1CCCCCC1 (configuration not stated) | 101.0 | -0.1
Cc1cc2nc(Sc3ccccc3Cl)cc(=O)n2o1 | 105.0 | 0.3
C=CCN(CC=C)C(=S)Nc1ccc(OC)cc1 | 97.0 | -0.5
CCN(CC)S(=O)(=O)c1nnc(NC(=O)c2ccc(Br)cc2)s1 | 109.0 | 0.2
